12-LOX inh: inhibitors of human 12S-lipoxygenase ALOX12; 1.1% of 580,000 active; purified 12hLO, xylenol orange hydroperoxide absorbance; Potency, µM (top dose mostly 108 µM), for the others: at the top dose activity change, negative = inhibition, actives largely listed as inhibitors; P18054; active = well fitted inhibition curve with a large enough effect; inconclusive = small, poorly fitted or top-dose-only effect, or another doubt; inactive = no such curve, though single readings can be large or run the other way
Target sequence (P18054 whole entry, looked up): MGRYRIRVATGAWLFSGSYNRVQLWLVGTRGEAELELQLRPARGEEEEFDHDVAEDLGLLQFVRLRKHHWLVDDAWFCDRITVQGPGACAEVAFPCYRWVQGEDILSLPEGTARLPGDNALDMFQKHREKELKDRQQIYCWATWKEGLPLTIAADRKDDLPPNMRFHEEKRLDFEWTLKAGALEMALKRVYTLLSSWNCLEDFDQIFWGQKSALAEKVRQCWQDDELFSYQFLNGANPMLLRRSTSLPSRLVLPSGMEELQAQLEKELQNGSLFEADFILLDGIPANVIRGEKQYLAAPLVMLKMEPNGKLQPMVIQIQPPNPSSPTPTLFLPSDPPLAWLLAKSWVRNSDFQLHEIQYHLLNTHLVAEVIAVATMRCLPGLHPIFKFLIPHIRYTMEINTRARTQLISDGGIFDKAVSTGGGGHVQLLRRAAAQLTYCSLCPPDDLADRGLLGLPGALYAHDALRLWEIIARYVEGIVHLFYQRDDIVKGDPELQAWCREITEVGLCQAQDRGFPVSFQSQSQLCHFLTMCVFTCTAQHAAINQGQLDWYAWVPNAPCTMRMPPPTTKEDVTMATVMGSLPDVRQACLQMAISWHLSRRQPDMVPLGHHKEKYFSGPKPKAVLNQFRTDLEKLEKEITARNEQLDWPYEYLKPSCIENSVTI
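Purified human 12hLO (150 nM final) in 25 mM Hepes, 0.01% Triton X-100, pH 7.0 was preincubated 15 min at room temperature with compound. Then 40 uM arachidonic acid was added, 30 min. Hydroperoxide was read by Fe-XO absorbance ratio 573/405 nm.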
Starred values were filed as active, the others as inactive; ? = inconclusive; [ ] = another dose, or the depositor's remark. % is set by controls: 0 for no effect and ±100 for the full control effect; potency is the fitted concentration of half-maximal effect. These rows are one share of the data; count on the stated rates, not on these rows.

Compound	12-LOX inh
O=C(Nc1cccc2ccccc12)O[C@@H]1CO[C@H]2[C@@H]1OC[C@@H]2NS(=O)(=O)Cc1ccccc1	0.5%
COc1cc(OC)cc(C(=O)N2CCC(Cc3nc(-c4ccccc4)no3)CC2)c1	7.1%
O=C(NCCC1CCN(C(=O)Nc2cc(F)cc(F)c2)CC1)c1ccccc1	-1.9%
CCOCC(=O)N1CCC(O)(c2ccccc2)[C@H](N2CCCC2)C1 (stereo partly specified)	140.4%[activator]
CN(Cc1ccc(F)cc1)Cc1ccsc1	35.2%[activator][176 µM]
Cc1cc(-c2cc(-c3ccc(F)cc3)nc3c(C)noc23)ccn1	-19.8%[176 µM]
COC(=O)[C@]12C[C@H](CC(=O)NCCc3ccccc3OC)C(=O)N(CCC3=CCCCC3)C1=C[C@H](COCc1ccccc1)O[C@@H]2C	-1.3%
Cn1c(CN2CCN(c3cnccn3)CC2)nnc1C1CC(N)C1 (stereo unspecified)	21.3%
Cn1cccc1CN1CCC2(CC1)CC(=O)Nc1ccccc1O2	?
C[C@H]1[C@@H]2[C@@H](O)C([C@H](C)C(=O)N3CCCC3)CC[C@@]2(C)CC[C@@H]1NC(=O)Nc1cccc(F)c1 (stereo partly specified)	0.7%
Cc1cc(=O)n(CC(=O)Nc2cccc(C#N)c2)c(N2CCc3ccccc3C2)n1	4.3%
O[C@@H]1CN(Cc2ccc(-n3cccn3)cc2)CC[C@H]1c1ccc(F)cc1	?
Cc1nc(CN2CCN(C(=O)Cn3nnnc3CN3C[C@@H](C)O[C@@H](C)C3)CC2)cs1	21.2%
O=C(NC1CC1)[C@@H]1C[C@H](Oc2cccnc2)CN1C(=O)CCc1c[nH]c2ccccc12	15.2%
CCCCN1C(=O)NC(c2ccc(OC)cc2)C2=C1COC2=O (stereo unspecified)	-2.6%
CSc1cccc(NC(=O)Nc2ccc(-c3nnc4n3CCCC4)cc2)c1	30.0%
Nc1[nH]c(C(=O)c2ccc(Br)cc2)c(-c2ccccc2)c1C(=O)NCCc1c[nH]c2ccccc12	-13.6%
FC(F)(F)c1ccc(O[C@H]2COCCN(CC3CCCC3)C2)cc1	18.1%[176 µM]
O=C(c1ccc(F)cc1)N1CCCC(c2nn(-c3ccc(F)cc3)c(=O)[nH]2)C1 (stereo unspecified)	16.3%
O=C1NCCCCCCN(Cc2ccncc2)[C@@H]2CN(C(=O)NCCc3ccccc3)CC[C@@H]12	198.8%[activator]
Cc1cnc(C(=O)N2CCC(c3noc(-c4ccncc4)n3)C2)cn1 (stereo unspecified)	?
CC(C)(C)c1ccc(C(=O)N2CCC(c3n[nH]c(=O)n3Cc3ccc(F)cc3)CC2)cc1	19.4%
COc1cccc(CNC(=O)Cn2c(=O)c(-c3noc(C)n3)c3n(c2=O)CCCCC3)c1	-12.3%
CNC(=O)[C@@H]1CN(C(=O)c2ccccc2C(F)(F)F)C[C@H]1CO	40.2%[activator]
O=C(NCc1nnc2ccc(-c3ccccc3)nn12)c1ccc(Cl)s1	0.2%
CN1CCN(C(=O)CC[C@H]2CNC(=O)[C@@H]3[C@@H](CCN3C3CCOCC3)N2C)CC1	-0.9%[176 µM]
Cc1cn2nc(C(=O)N3CCC(NC(=O)c4ccc(Cl)cc4)CC3)cc2c(=O)[nH]1	?
CCCCNC(=O)C1CCCN(C2CCN(Cc3ccncc3)CC2)C1 (stereo unspecified)	41.4%[activator]
COc1cc(=O)n2c(c1C(=O)Nc1ccc(C#N)cc1)CCCC2	20.3%
O=C(N[C@H]1CCN2C(=O)c3cc(-c4ccc(F)cc4F)ccc3NC(=O)[C@H]12)C1CCCC1	-25.9%
CCOc1ccc(CC(=O)N2[C@@H]3CC[C@H]2CC(NC(=O)c2ccc(F)cc2)C3)cc1 (stereo partly specified)	0.5%
CC[C@@H](NC(C)=O)c1nc(-c2cccnn2)no1	45.8%[activator]
COc1cccc(CC(=O)N2CCC(c3n[nH]c(=O)n3-c3ccccc3)CC2)c1	21.7%
Cc1ccc(CN(C)C2CCOc3ccccc32)cc1 (stereo unspecified)	46.9%[activator][176 µM]
CC1(C(=O)NCC2CC2)CCc2cnc(Nc3ccccc3)nc21 (stereo unspecified)	11.6%[176 µM]
COc1cc(NC(=O)O[C@@H]2CC[C@]3(C)C(CC[C@@H](O)[C@H]3CC(=O)N3CC[C@H](NC(C)=O)C3)[C@]2(C)CO)cc(OC)c1 (stereo partly specified)	6.3%
O=C(C1CC1)N1CCCC2(Cc3ccccc3NC2=O)C1 (stereo unspecified)	49.7%[176 µM]
COC(=O)[C@@H](C)NC(=O)[C@H]1CN(C(=O)Nc2ccccc2)CCN1C(=O)c1cccs1	30.5%
CC(C)CCN1CCC(N2CCN(C(=O)c3cccc(Br)c3)CC2)C1=O (stereo unspecified)	47.5%[activator]
O=C(Cn1ccn2nc(-c3ccc(F)cc3)c(CO)c2c1=O)NCCc1ccccc1	5.5%
COc1ccc(-c2nc(C3CC(=O)N(c4ccc(OC)c(OC)c4)C3)no2)c(OC)c1 (stereo unspecified)	-3.3%
Cc1ccc(C2Cn3nnc(C(=O)N4CCN(C(=O)c5ccccn5)CC4)c3CO2)cc1 (stereo unspecified)	35.9%
Cc1ccc(NC(=O)N2CCC(n3cnnc3C3CC3)C2)cc1C (stereo unspecified)	-29.8%
O=C(NCCCN1CCCC1)c1cn2ccnc(-c3ccccc3)c2n1	107.8%[activator]
c1ccc2sc([C@H]3CCN(C4CCC4)C3)nc2c1	?
CCOC(=O)C1CCN(C(=O)c2c[nH]c3ncccc23)CC1	23.7%[176 µM]
COc1ccccc1C(=O)Nc1ccnn1C1CCN(c2nccc(N)n2)CC1	-1.5%
O=C1CCN(Cc2ccncc2)CCCC(C(=O)N2CCCC2)CCN1 (stereo unspecified)	31.9%

The closing five records of the part above lead into the next:
Compound	12-LOX inh
O=C(NCCCN1CCCC1)c1cn2ccnc(-c3ccccc3)c2n1	107.8%[activator]
c1ccc2sc([C@H]3CCN(C4CCC4)C3)nc2c1	?
CCOC(=O)C1CCN(C(=O)c2c[nH]c3ncccc23)CC1	23.7%[176 µM]
COc1ccccc1C(=O)Nc1ccnn1C1CCN(c2nccc(N)n2)CC1	-1.5%
O=C1CCN(Cc2ccncc2)CCCC(C(=O)N2CCCC2)CCN1 (stereo unspecified)	31.9%
O=C(Nc1ccc(=O)n2c1[C@@H]1C[C@@H](CN(C(=O)COc3ccccc3)C1)C2)c1ccccc1	21.3%
C#CCN(C)C[C@@H]1C=C(C)[C@H](Cc2nnc(-c3ccccc3F)o2)C[C@H]1C(C)C	11.1%[176 µM]
O=C(NC[C@H]1OC[C@@H](NC2CCC2)[C@@H]1O)C1CCCC1	3.4%[176 µM]
O=C1NCc2ccccc2CC12CCCCN2Cc1ccc(F)cc1 (stereo unspecified)	2.3%[6.33 µM]
COc1ccc(-c2cc(N3CCCC(NC(=O)c4ccc(Br)o4)C3)n[nH]2)cc1 (stereo unspecified)	32.0%[activator]
Cc1cnn(CCC(=O)NC2CCc3nnc(C)n3CC2)c1 (stereo unspecified)	106.8%[activator]
N#CCS(=O)(=O)c1cccc[n+]1[O-]	-0.1%
O=C(c1ccc(F)c(Cl)c1)N1CCC2(CC1)CC(O)CCO2 (stereo unspecified)	50.9%[activator]
COc1ccc(OCc2nnc(C(=O)N3CCC[C@@H]3c3nc4ccccc4[nH]3)n2-c2ccccc2)cc1	25.9%
O=C1NC2(CCCN(C(=O)Cc3ccccc3)C2)COc2ccccc21 (stereo unspecified)	75.9%[activator]
CC1=NS(=O)(=O)N(C)C=C1C(=O)OCc1nc(C2CC2)no1	9.9%
COC(=O)C1=CN(CC(=O)Nc2cccc(C)c2)S(=O)(=O)N=C1C	3.2%
CCOc1ccc(CN2CCc3nc(N(C)C)[nH]c(=O)c3CC2)cc1OC	22.9%
COc1ccc(-c2noc(-c3nnn4c3COC(c3ccc(F)cc3)C4)n2)cc1 (stereo unspecified)	30.4%[activator]
CN1CCC(OC2CCN(C(=O)c3cc(F)cc(F)c3)CC2)CC1	6.1%
C=CCn1cc2c3c(cccc31)[C@H](CC(C)C)N[C@H](C(=O)NCc1ccc(F)cc1)C2	41.9%[activator][176 µM]
O=C1NC2(CCCN(Cc3ccc(F)cc3)C2)COc2ccccc21 (stereo unspecified)	16.9%
Cn1ccnc1CNC[C@H]1Cn2c(-c3ccc(Cl)cc3)cnc2CO1	91.5%[activator][176 µM]
COc1ccc(CC(=O)NC2CCN(c3cc(C)cc(C)c3)C2=O)c(Cl)c1 (stereo unspecified)	21.7%
CN(C)c1cccc(C(=O)N2CCN(C(=O)c3nnn4c3COC(c3ccccc3)C4)CC2)c1 (stereo unspecified)	-1.7%
COc1cccc(NC(=O)NC[C@H]2O[C@@H](CC(=O)N3CCN(c4ccc(F)cc4)CC3)[C@H](O)[C@@H]2O)c1	0.7%
C#CCOc1cccc(CN2CCN3C(=O)CN(C)C(=O)C3C2)c1 (stereo unspecified)	6.1%
O=C(c1cccnc1)N1CCC2(CNS(=O)(=O)c3cnccc3O2)C1 (stereo unspecified)	1.2%[6.33 µM]
COc1ccc([S+](=O)([O-])c2nnn3c2nc(N2CCOCC2)c2ccccc23)cc1	?
CC(=O)NCCC(=O)N1CCCC(c2[nH]ncc2-c2ccc(C)cc2)C1 (stereo unspecified)	44.2%[activator]
COc1cc(CNC(=O)c2c(C)noc2-c2ccc(OC(F)(F)F)cc2)cc(OC)c1	-17.9%
CC(C)CNC(=O)CC(c1cccc(F)c1)c1cn(C)c2ccccc12 (stereo unspecified)	10.5%
CC(=O)N1CC(CO)C2(CCN(C(=O)c3cc(C)n(C)n3)CC2)C1 (stereo unspecified)	32.8%[activator]
CN(C)CC1(O)CCCN(Cc2ccc(-c3ccc(Cl)cc3)o2)C1 (stereo unspecified)	33.6%[activator]
CCC(C)NC(=O)C1(c2ccc(NS(C)(=O)=O)cc2)CCCCC1 (stereo unspecified)	55.4%[activator]
COCCN1C(=O)CCC2(CNC(=O)c3ccncc3)CCCC=C12 (stereo unspecified)	16.2%
CC1=NC2=CC=CC3=NC(C(Cl)(Cl)Cl)=NC(=N1)N23	13.6%
Nc1ccccc1N1C(=O)c2ccccc2C1=O	2.7%
COc1cccc(NC(=O)[C@@H]2C[C@H](c3ccc(F)cc3)N([S+](C)(=O)[O-])C2)c1	-19.7%[176 µM]
Cn1cnc(S(=O)(=O)N2CCC3(CC2)CC(Cc2ccccc2)CCO3)c1 (stereo unspecified)	10.2%
Cc1ccc(-c2nc(Cn3c(-c4ccccc4)nc(C)c(CCO)c3=O)c(C)o2)cc1	4.6%

An excerpt from the list above, as a working copy:
Compound	12-LOX inh
Cn1cnc(S(=O)(=O)N2CCC3(CC2)CC(Cc2ccccc2)CCO3)c1 (stereo unspecified)	10.2%
Cc1ccc(-c2nc(Cn3c(-c4ccccc4)nc(C)c(CCO)c3=O)c(C)o2)cc1	4.6%

(cont.)
Compound	12-LOX inh
Cn1cccc1CN1CCC(N2C(=O)C(OCC3CC3)C23CCCCC3)CC1 (stereo unspecified)	68.6%[activator]
CCC1Oc2ccc(NC(=O)c3c(F)cccc3F)cc2CN(Cc2ccc(F)cc2Cl)C1=O (stereo unspecified)	19.9%
COc1ccccc1CNC(=O)C1CCCN(Cc2cccnc2)CCC(=O)NCC1 (stereo unspecified)	24.8%
O=C(CCC1CCN(Cc2ncc[nH]2)CC1)NC1CCN(Cc2ccccc2)C1 (stereo unspecified)	59.1%[activator]
Cc1noc(-c2cn(C3CCN(C(=O)c4sccc4C)CC3)nn2)n1	16.6%
COCCNC(=O)[C@@H](C)C1CC[C@@]2(C)Cc3sc(CSc4ccccc4)nc3[C@@H](C)[C@@H]2[C@H]1O (stereo partly specified)	-17.5%
Cc1noc(C)c1CC(=O)N1CC2CC(C1)[C@H]1CCCC(=O)N1C2 (stereo partly specified)	-16.1%
OC1(c2nc(Nc3cccc(C(F)(F)F)c3)n[nH]2)CCOCC1	8.4%[176 µM]
CC(C)CNC(=O)N(C)C1CCc2nn(C)c(=O)n2CC1 (stereo unspecified)	34.5%
CN1C(=O)C(n2cccc2)c2ccccc21 (stereo unspecified)	?
Oc1cccc(N2CCN(c3cccc(O)c3)CC2)c1	-13.2%
COc1ccc(CNC(=O)[C@@H]2COCC(=O)N2Cc2ccc(OC)cc2OC)cc1	33.3%[activator]
O=C(NCc1ccc(F)cc1)N1CCC(N2CC3CC(C2)[C@H]2CCCC(=O)N2C3)CC1 (stereo partly specified)	-1.0%
O=C1CCN(C(=O)[C@@H](Cc2ccccc2)NS(=O)(=O)c2cccs2)CCOCCN1	1.3%
COCC1CN(C)CC12CCN(S(=O)(=O)c1cccs1)CC2 (stereo unspecified)	67.5%[activator]
COCc1c(C(=O)N2C[C@@H](CO)[C@H](c3ccncc3)C2)noc1C	26.1%
COC(=O)NCC(=O)N1CC[C@@H]2[C@@H](CCC(=O)N2CCc2ccccc2)C1	66.8%[activator]
CCOc1ccc(-c2cc3c(=O)n(CCNC(=O)c4ccoc4)ccn3n2)cc1	25.1%
COc1ccc(CNC(=O)CC[C@H]2CNC(=O)[C@@H]3[C@@H](CCN3C3CCCCC3)N2C)cc1	42.2%[activator]
Cc1ccc(NC(=O)Cn2nc3c(cc2=O)CCCCC3)c(C)c1	0.5%
